# ELG1 repair inh: qHTS screen for small molecules that inhibit ELG1-dependent DNA repair in human embryonic kidney (HEK293T) cells expressing luciferase-tagged ELG1; HEK293T ELG1-luciferase reporter, luminescence, 16 h; DNA damage induced by 5-fluorouridine; Potency, µM (highest dose often 46.1 µM), for the others: at the highest dose activity change, negative = inhibition, hits mostly inhibitors; 330,000 tested, 2.3% active; note: potency is the fitted concentration of half-maximal effect; % is set by controls: 0 for no effect and ±100 for the full control effect; nearly all actives have a fitted effect of over 55% in size
#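 Reporter activity after DNA damage by 5-fluorouridine is monitored. Compound-treated cells incubate 16 hr at 37 °C, then ONE-Glo is added for 30 min before luminescence reading.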
# Eya2 inh: qHTS Assay for Inhibitors of the Phosphatase Activity of Eya2; 330,000 tested, 0.006% active; Protein phosphatase EYA2 (Homo sapiens), O00167; Potency, µM (series often up to 76.9 µM), for inactives: top-dose activity, negative = inhibition, hits mostly inhibitors; recombinant Eya2, OMFP fluorescence dephosphorylation (OMFP is methylfluorescein phosphate); note: potency is the fitted concentration of half-maximal effect; % is set by controls: 0 for no effect and ±100 for the full control effect
#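 Eya2 (0.2 uM) preincubated 10 min at ambient with compound, then OMFP substrate added at 50 uM; 10 min reaction in 50 mM HEPES pH 7.5, 50 mM NaCl, 5 uM MgCl2, 0.05% BSA, 1 mM DTT. Fluorescence read at Ex 485/Em 525 nm.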
# B2AR arrestin: qHTS assay of beta-arrestin-biased ligands of beta2-adrenergic receptor; beta-arrestin recruitment to beta2AR, cell-based reporter; 330,000 tested, 0.02% active; AID 492947, 2010; Beta-2 adrenergic receptor (Homo sapiens), P07550; Potency, µM (titrated, usually from 46.1 µM), for the others: at the top dose activation, actives largely listed as activators;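 note: potency is the fitted concentration of half-maximal effect; 0% = DMSO controls and full agonism = EC100 isoproterenol or metaproterenol; nearly all actives have a fitted effect of over 65% in size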
# Chronic BCR inh: qHTS Assay to Find Inhibitors of Chronic Active B-Cell Receptor Signaling; ABC-DLBCL IkBa-CBG/CBR reporter, luminescence ratio, 4 h; AID 493014, 2011; 340,000 tested, 0.05% active; Potency, µM (top dose mostly 46.1 µM), for inactives: at the top dose ratio change, negative = lower green/red ratio, most hits filed as inhibitors; active = well fitted inhibition curve with a large enough effect in the signal ratio, with a control signal flat, not every such curve was filed as active; inconclusive = small, poorly fitted or top-dose-only effect, or effect the other way, or a change in a side signal; the % refers to the signal ratio;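 note: potency is the fitted concentration of half-maximal effect; plate controls were basal doxycycline-induced cells for no effect and cells given 10 µM MG132 for full effect; MG132 reads +100%, hits lower the ratio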
#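 TMD8 human ABC-DLBCL cells with doxycycline-inducible IκBα–green luciferase fusion and unfused red luciferase, in 0.5% FBS medium; compounds up to 46 uM, 4 h at 37C. Green/red luminescence ratio, filter-overlap corrected, fitted to concentration-response curves.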
# Mito fusion yeast: qHTS Assay for Small Molecule Inhibitors of Mitochondrial Division or Activators of Mitochondrial Fusion; S. cerevisiae fusion-defective mutant growth rescue, CellTiterGlo 48 h; Potency, µM (series often up to 46.1 µM), inactives show at the top dose growth rescue (activation), usual class: activators; 320,000 tested, 0.23% active;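 note: potency is the fitted concentration of half-maximal effect; % of control where 0% means no effect; nearly all actives have a fitted effect of over 45% in size; temperature-sensitive fusion mutants such as fzo1-1 at 37 °C on non-fermentable ethanol glycerol medium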
#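 S. cerevisiae fusion-defective temperature-sensitive mutants (e.g. fzo1-1, mgm1-5) grown 48 h at 37C in YPEG (ethanol/glycerol non-fermentable) medium with 23 nl compound per well; growth rescue read as CellTiterGlo luminescence.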
# TSHR antag: Antagonists of the Thyroid Stimulating Hormone Receptor: HTS campaign. TSHR-expressing cells, TSH-stimulated cAMP HTRF, 2 h; stronger effect = lower value. 330,000 tested, 0.2% active. activity change, negative = inhibition, % at 11.5 µM. Thyrotropin receptor (Homo sapiens), P16473;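 active = activity change below a set negative limit, meaning inhibition stronger than a set level, cut at about -70% in these data; inconclusive = activity change between two set negative limits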; note: % is set by controls: 0 for no effect and ±100 for the full control effect
#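 Antagonism was scored as loss of TSH-driven cAMP in TSHR cells, stimulated with 4nM TSH (EC80) for 2 hours at 37 deg C and detected by homogeneous HTRF competition immunoassay.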
# uPA generation: qHTS for Inhibitors of Cell Surface uPA Generation; AID 540303, 2011; 330,000 tested, 0.31% active; Potency, µM (series often up to 38.3 µM), for inactives: top-dose activity change, negative = inhibition, hits mostly inhibitors; cell surface uPA generation assay, qHTS; active = well fitted inhibition curve with a large enough effect; inconclusive = small, poorly fitted or top-dose-only effect; inactive = no such curve, though single readings can be large or run the other way; tested in mouse RAW 264.7 cells; note: potency is the fitted concentration of half-maximal effect; % is set by controls: 0 for no effect and ±100 for the full control effect; nearly all actives have a fitted effect of over 55% in size
# TCR activator: Activators of T cell receptors: qHTS campaign. primary human leukocytes, anti-CD3, IL-2 HTRF, 48 h. Potency, µM (series often up to 9.22 µM), without a hit: at the top dose activation of IL-2 secretion, hits mostly activators. 330,000 tested, under 10 active; note: % of control where 0% means no effect
#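 HTRF read-out of IL-2 secretion: europium cryptate donor excited at 320nm, d2 acceptor emission at 665nm. Cells were primary human leukocytes incubated 48 hr with compounds and a-CD3 beads, supplying TCR signal only.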
# USP2a inh: qHTS Assay for Inhibitors of Ubiquitin-specific Protease USP2a Using CHOP2 as the Reporter; USP2 core, Ub-CHOP2 coupled fluorogenic reporter, 485/531; Potency, µM (titrated, usually from 38.3 µM), inactives show top-dose activity change, negative = inhibition, most hits filed as inhibitors; 330,000 tested, 0.01% active; AID 463254, 2010;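 note: potency is the fitted concentration of half-maximal effect; plate controls were DMSO wells for no effect and full inhibition by NEM control for full effect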
#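 Cell-free coupled assay: 10nM USP2 core preincubated 30min RT with compound in Tris-HCl pH 8.0/CaCl2/CHAPS buffer, then 25nM Ub-CHOP2 and 25nM reporter substrate; fluorescence (Ex 485/Em 531) read after 60min RT, normalized to NEM inhibition, concentration-response curves fitted.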
# Tb PFK block: qHTS Assay to Find Inhibitors of T. brucei phosphofructokinase. ATP-dependent 6-phosphofructokinase (Trypanosoma brucei brucei), O15648. T. brucei PFK, ADP-Glo luminescence. Potency, µM (titrated, usually from 57.5 µM), for the others: at the highest dose activity, negative = inhibition, hits mostly inhibitors. 330,000 tested, 0.17% active. AID 485367, 2010;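 note: potency is the fitted concentration of half-maximal effect; 0% = uninhibited 1x PFK enzyme wells and -100% = no-enzyme wells; nearly all actives have a fitted effect of over 60% in size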
# Target sequence (O15648 whole entry, looked up): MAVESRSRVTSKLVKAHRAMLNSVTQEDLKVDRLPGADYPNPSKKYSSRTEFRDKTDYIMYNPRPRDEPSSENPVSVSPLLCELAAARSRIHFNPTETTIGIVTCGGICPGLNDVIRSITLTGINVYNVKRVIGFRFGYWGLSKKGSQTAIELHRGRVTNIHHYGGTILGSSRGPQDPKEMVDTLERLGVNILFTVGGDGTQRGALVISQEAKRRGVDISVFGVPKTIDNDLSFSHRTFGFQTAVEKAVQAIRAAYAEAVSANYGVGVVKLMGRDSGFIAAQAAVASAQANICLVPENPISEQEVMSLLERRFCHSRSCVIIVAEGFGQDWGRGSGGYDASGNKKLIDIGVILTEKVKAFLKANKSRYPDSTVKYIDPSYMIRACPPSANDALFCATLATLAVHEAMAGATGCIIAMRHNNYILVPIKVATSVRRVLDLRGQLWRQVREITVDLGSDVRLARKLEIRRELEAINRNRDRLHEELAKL
#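 1.25 nM PFK with 0.5 mM F6P and 0.1 mM ATP in 0.1 M TEA pH 8.0, 5 mM MgCl2, incubated 45 min at room temperature; ADP measured by ADP-Glo luminescence; compounds titrated up to 57 uM.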
# PTAP TSG101 blk: qHTS Assay for Iinhibitors of HIV-1 Budding by Blocking the Interaction of PTAP/TSG101 | Tumor susceptibility gene 101 protein (Homo sapiens), Q99816 | Fluorescence polarization, FITC-PTAP peptide / Tsg101 binding | Potency, µM (top dose mostly 115 µM), without a hit: at the top dose activity change, negative = inhibition, most hits filed as inhibitors | 340,000 tested, under 10 active; active = well fitted inhibition curve with a large enough effect in the main read-out, with a control signal flat, not every such curve was filed as active; inconclusive = small, poorly fitted or top-dose-only effect, or effect the other way, or a change in a side signal; inactive = no such curve, though single readings can be large or run the other way; note: potency is the fitted concentration of half-maximal effect; % of control where 0% means no effect
# Target sequence (Q99816 whole entry, looked up): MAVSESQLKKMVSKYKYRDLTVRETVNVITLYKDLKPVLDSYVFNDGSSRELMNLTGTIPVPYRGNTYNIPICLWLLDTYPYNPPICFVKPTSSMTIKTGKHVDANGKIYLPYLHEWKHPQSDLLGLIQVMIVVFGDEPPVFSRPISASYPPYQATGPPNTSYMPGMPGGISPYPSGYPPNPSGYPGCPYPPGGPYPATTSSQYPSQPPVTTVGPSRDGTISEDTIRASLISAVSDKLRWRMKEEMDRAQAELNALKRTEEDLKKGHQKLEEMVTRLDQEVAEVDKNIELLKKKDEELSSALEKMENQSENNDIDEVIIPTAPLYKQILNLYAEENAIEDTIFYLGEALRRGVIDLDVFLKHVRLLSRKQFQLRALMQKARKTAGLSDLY
#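 Fluorescence anisotropy tracks displacement of a FITC-tagged PTAP peptide (50 nM) from the Tsg101 binding domain (10 uM), following a 20 min room-temperature incubation at pH 7.5.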
# The depositor's hits bear a star; ? = inconclusive; / = no result given; & = joins results of further samples; [ ] = another dose, or the depositor's remark. Unless noted, calls come from the whole dose curve; as a rule, active = well fitted curve in the direction sought with a large enough effect; inconclusive = small, poorly fitted or top-dose-only effect, or another doubt; inactive = no such curve, though single readings can be large; an effect the other way counts as inactive or inconclusive.
SMILES,ELG1 repair inh,Eya2 inh,B2AR arrestin,Chronic BCR inh,Mito fusion yeast,TSHR antag,uPA generation,TCR activator,USP2a inh,Tb PFK block,PTAP TSG101 blk
Cc1noc(C)c1C(=O)N1CCC2(CC1)Oc1ccc(F)cc1C(=O)C21CC(c2ccc(Cl)cc2)=NO1 (configuration not stated),-16%,-2%,-0.1%,1%,-9%,0,12%,-1%,-2%,-3%,0%
CCOC(=O)N1CCN(CCC(=O)Nc2ccc(Br)c(C)c2)CC1,?,-3%,-0.1%,0%,4%,-3,2%,-1%,1%,-3%,2%
Cc1c(NC(=O)c2ccc(COc3ccc4ccccc4c3)o2)c(=O)n(-c2ccccc2)n1C,0%,-3%,3.3%,?,9%,12,-4%,4%,?,-15%,-1%
Cc1cc(C(=O)OC(C)C(=O)Nc2cccc(S(=O)(=O)N3CCOCC3)c2)c(C)o1 (configuration not stated),-17%,-2%,0.3%,-5%,2%,-8,-4%,0%,1%,-1%,-4%
COc1ccc(C(OC(=O)c2ccco2)C(=O)NCc2ccc(C)cc2)cc1 (configuration not stated),-7%,-3%,-0.5%,0%,-3%,5,0%,-6%,4%,-3%,-2%
C[C@@H]1C=C[C@](Cc2ccccc2)(C(=O)NCCc2c[nH]c3ccccc23)N1C(=O)c1ccccc1,-18%,3%,-0.3%,?,-3%,-4,-11%,11%,-1%,-1%,-7%
Nc1ccc(C(=O)OCCc2ccccc2)cc1,?,3%,0.3%,?,14%,-10,?,1%,4%,-5%,2%
CC(=O)Nc1ccccc1OC(C)C(=O)N1CC(C)CC(C)C1 (configuration not stated),?,-6%,0.4%,8%,-2%,7,-1%,0%,0%,-5%,-4%
COCCn1nnnc1C(c1ccccc1)N1CCN(C)CC1 (configuration not stated),-3%,-18%,-0.4%,-2%,0%,2,8%,-2%,-2%,1%,-1%
CSc1ccc(S(=O)(=O)N2CCC(C(=O)NC3CC3)CC2)cc1,13%,-3%,-0.2%,15%,0%,-13,0%,0%,0%,0%,0%
COc1cc(S(=O)(=O)N2CCCCC2)c(OC)cc1Br,-6%,6%,-0.1%,0%,-5%,-20,-4%,-2%,2%,-1%,-1%
COC(=O)Cn1c(O)c(N=NC(=O)CNC(=O)COc2cccc(C)c2)c2ccccc21,2%,-24%,0.1%,4%,-3%,-4,-10%,-4%,2%,0%,0%
COc1ccc(NC(=O)NC2CCCc3ccccc32)cc1 (configuration not stated),-7%,1%,0.3%,?,-3%,-1,-13%,2%,-1%,1%,-2%
CCOC(=O)N/N=C1\CC(C)S(=O)(=O)c2ccc(Cl)cc21 (configuration not stated),2%,?,0.5%,?,-3%,2,-1%,6%,5%,1%,0%
CCOC(=O)Nc1nnc(Cc2ccc(Cl)c(Cl)c2)s1,-5%,-6%,0.2%,-3%,-6%,-7,-7%,9%,0%,?,1%
COc1ccc(CNC(=S)N/N=C/c2ccc(O)c(OC)c2)cc1,3%,2%,0.0%,?,-3%,-3,-5%,1%[46.1 µM],5%,0%,-1%
CC(=O)C1=C(C)N(Cc2ccccc2)C(=O)N[C@@H]1c1cccc(C(F)(F)F)c1,10%,-1%,-1.8%,2%,-2%,5,-6%,-1%,0%,-9%,-11%
COC(=O)c1ccc(N(CC(=O)NC2CCCC2)C(=O)CNC(=O)c2cccs2)cc1,-5%,9%,-0.1%,7%,1%,-8,-2%,-2%,-2%,-2%,-1%
COc1ccc(Cl)cc1NC(=O)CSc1nc2sccc2c(=O)[nH]1,7%,7%,-0.1%,?,-2%,-13,6%,2%,-7%,-6%,1%
COc1ccc(N(/N=C2\Sc3ccccc3C2=O)C(C)=O)cc1,?,7%,0.4%,-1%,-1%,-1,13%,4%,0%,0%,-9%
Cc1ccc(OCc2nnc(SCC(=O)Nc3nccs3)n2-c2ccccc2)cc1C,-1%,9%,-0.2%,-16%,-1%,-2,0%,6%,3%,2%,-7%
O=[N+]([O-])c1ccc(Oc2ccc(-c3nnco3)cc2)c(Cl)c1,-4%,0%,-0.2%,0%,9%,-13,3%,-4%,-1%,-2%,-3%
CCN(CC)S(=O)(=O)c1ccc(/C=C/C(=O)OCC(=O)NCc2cccs2)cc1,?,-6%,5.4%,-6%,0%,-4,-3%,9%,1%,-1%,4%
Cc1oc2ccc(OCc3ccc(Br)cc3)cc2c1C(=O)O,?,26%,-0.3%,8%,?,25,7%,0%,-1%,-22%,5%
CCCCN(Cc1ccco1)C(=O)c1cc2c(=O)[nH]c3ccc(C)cc3c2s1,?,15%,0.2%,?,5%,-5,-18%,6%,0%,2%,-7%
Cc1[nH]c2ccccc2c(=O)c1C(=O)/C=C/c1ccccc1,8.2µM*,-8%,-0.8%,?,11%,17,-16%,0%,2%,1%,-5%
CC(=O)N1CCOc2ccc(S(=O)(=O)NCCc3ccccc3)cc21,-5%,3%,0.2%,7%,3%,-5,-1%,4%,4%,2%,-8%
Cc1ccc2nc(N3CCN(c4ccccc4)CC3)c(C=O)c(=O)n2c1,-5%,8%,-0.3%,?,2%,11,-4%,8%,7%,0%,-8%
COc1ccc(CCNC(=O)C2CC(=O)N(C3CCCC3)C2)cc1OC (configuration not stated),13%,12%,-0.1%,4%,5%,26,-6%,-5%,-3%,0%,-4%
CC(C)(C)c1ccc(OCC(=O)O)cc1,8%&-1%,-17%&-19%,-0.1%&-0.4%,17%&1%,?,-4&11,-1%,1%,3%&0%,4%&-3%,-1%
C=CCn1c(C)cc(C(=O)CSc2nc3ccccc3c(=O)[nH]2)c1C,?,18%,-0.2%,8%,-20%,-31,8%,2%,3%,-1%,-5%
COc1cccc(N=Nc2c(=O)[nH]n3c(=O)c4c([nH]c23)CCC4)c1,23%,-4%,-1.0%,?,-3%,-13,2%,1%[46.1 µM],1%,5%,-4%
CN(C)C(CNC(=O)c1ccc2ccccc2c1)c1ccco1 (configuration not stated),?,-15%,0.2%,-2%,-2%,-2,-3%,0%,2%,10%,-5%
CSc1ncccc1C(=O)OCC(=O)NCCCc1ccccc1,9%,-8%,-0.6%,2%,/,/,-1%,6%,7%,4%,-1%
COC(=O)c1cc(S(=O)(=O)Nc2cc(OC)cc(OC)c2)cn1C,-3%,0%,-1.0%,-19%,-1%,7,-3%,-4%,-1%,0%,-7%
COC(=O)N/N=C1\CCCc2c(C)cc(C)cc21,-5%,5%,-0.2%,-5%,-2%,-7,-4%,5%,-4%,-6%,-8%
O=C(CNC(=O)c1ccc2c(c1)OCO2)NCCOc1ccc(Cl)cc1,2%,-9%,-0.5%,-4%,/,10,4%,/,-3%,-11%,-5%
NS(=O)(=O)c1ccc(NC(=O)c2ccc(S(=O)(=O)N3CCCCCC3)cc2)cc1,-2%,4%,13%,5%,/,-11,0%,2%,4%,1%,0%
COC(=O)c1cc(-c2ccc(OC)cc2)n[nH]1,?,-5%,0.0%,?,6%,-6,-1%,2%,0%,-2%,-1%
COc1cccc(/C=N/Nc2nc(Nc3ccccc3)nc(-n3nc(C)cc3C)n2)c1O,2.6µM*,-33%,?,?,-5%,18,1%,4%,-24%,8%,0%
O=C(CN1C(=O)NC2(CCCC2)C1=O)OCCOc1cccc(Cl)c1,0%,-4%,0.1%,?,-3%,4,-1%,3%,-5%,-9%,0%
CCC(C)Sc1ccc([C@H]2N[C@@](Cc3ccccc3)(C(=O)OC)[C@H]3C(=O)N(C)C(=O)[C@@H]23)cc1 (some centres not stated),-28%,-23%,-0.2%,0%,?,21,-15%,-2%,2%,0%,-3%

# From PubChem BioAssay
